Assay outcomes deposited in PubChem BioAssay by several laboratories.
Dyrk1A ADPGlo: inhibitors of rat Dyrk1A kinase; ADP-Glo luminescence, NFATc1 peptide; actives 0.43% (n = 310,000); AID 504441; Q63470; inhibition, % at 12.5 µM; in the data active means inhibition above about 50%;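 further: plate controls were vehicle with enzyme for no effect and no enzyme for full effect; many of its hits are not listed in these tables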
TRPC4 potent: allosterically enhances the mouse TRPC4 cation channel; B-score at 10 µM; HEK293 TRPC4beta/mu-opioid, DAMGO EC20, Fluo-4 Ca2+ flux; hits give high values; AID 2227; actives 0.42% (n = 310,000);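 active means B-score of calcium response area above 5 SD of library B-scores, with initial fluorescence ratio within 5 SD of library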;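 further: B-score of integrated fluorescence ratio over time as area under calcium response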
hERG rescue: shields human hERG channel from block by proarrhythmic agents. CHO-hERG, FluxOR thallium flux, dofetilide IC70 present. activation (rescue from dofetilide block), less the hit threshold, % at 10 µM. actives 0.51% (n = 310,000). AID 1511;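 active means activation above the mean of controls blocked by dofetilide plus 5 SD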;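 further: thallium influx through hERG after potassium depolarization seen as dye fluorescence rise; in these data hits start at about 4.7%; inactives centre near -7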
KCNQ1 inh: human KCNQ1 channel inhibition; P51787; CHO-K1 KCNQ1, FluxOR thallium flux fluorescence; hits give high values; B-score at 10 µM; actives 1.3% (n = 310,000); AID 2642;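 active means compounds whose thallium flux B-score, printed positive for inhibition, exceeds three library SD while starting fluorescence stays within three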;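 further: channel opened by potassium depolarization with thallium stimulus after 20 min compound exposure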
KCNK9 block: inhibitors of human KCNK9 two-pore domain potassium channel; AID 488922; HEK293 KCNK9, FluxOR thallium flux fluorescence; hits give low values; actives 1.2% (n = 310,000); Q9NPC2; B-score at 10 µM;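 active means ratio B-score over 3 SD below the library mean, with starting fluorescence within 5 SD of its mean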;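 further: negative B-score means less thallium flux so channel inhibition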
Target sequence (Q9NPC2 whole entry, looked up, the tested form may be a part): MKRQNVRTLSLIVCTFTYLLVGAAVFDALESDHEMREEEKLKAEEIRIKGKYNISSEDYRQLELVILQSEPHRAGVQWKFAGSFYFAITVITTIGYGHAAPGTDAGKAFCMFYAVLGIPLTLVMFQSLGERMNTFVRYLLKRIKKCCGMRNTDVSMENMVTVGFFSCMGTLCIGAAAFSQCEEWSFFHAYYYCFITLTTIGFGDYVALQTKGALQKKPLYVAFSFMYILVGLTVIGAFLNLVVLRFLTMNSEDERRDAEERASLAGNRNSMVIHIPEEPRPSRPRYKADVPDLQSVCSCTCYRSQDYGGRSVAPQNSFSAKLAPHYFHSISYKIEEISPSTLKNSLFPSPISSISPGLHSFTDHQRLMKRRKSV
KCNQ1 pot: human KCNQ1 channel potentiation or activation. P51787. CHO-K1 KCNQ1, thallium flux FluxOR fluorescence; hits give high values. B-score at 10 µM. actives 0.35% (n = 310,000);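 active means fluorescence ratio B-score, a plate-corrected score, at least three library SD, with initial intensity B-score within 5 SD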
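Test system: CHO-K1 cells stably expressing KCNQ1 / Medium: assay buffer / Also added: depolarizing K+/Tl+ stimulus, K2SO4 and Tl2SO4 each 12.5 mM in 5x stock / Incubation: 90 min dye loading and 20 min compound exposure, both at room temperature / Signal: thallium influx via FluxOR fluorescence, kinetic imaging / Evaluation: B score of baseline-normalized fluorescence ratio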
TRPC4 act: TRPC4 (mouse) channel activation. HEK293 TRPC4beta/mu-opioid, Fluo4 calcium fluorescence; hits give high values. B-score at 10 µM. AID 2237. Q9QUQ5. actives 0.49% (n = 310,000);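 active means B-score above 5 SD of library B-scores, and initial fluorescence ratio not above library mean plus 5 SD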;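 further: positive B-score marks a calcium rise read as TRPC4 activation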
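Assay system: HEK293 stable line with TRPC4beta plus mu-opioid receptor. Times: dye 45 min RT, read 110 s. Measured by: kinetic Fluo4 calcium fluorescence. Measure: B score of integrated ratio. Controls: assay buffer as low control, maximal DAMGO as high control.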
PolyA inh: yeast polyadenylation inhibition; calls only at 12 µM; actives 0.02% (n = 300,000); AID 1875; S. cerevisiae SKY197-pL101 polyadenylation reporter, beta-gal luminescence; efflux-impaired pdr1/pdr3 knockout yeast; score 100 = 6 SD above DMSO;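 active means lowest replicate activity score at least 50, where 100 means six control SD above control mean; inconclusive means lowest score under 50 but half or more replicates reach 50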;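 further: yeast exposed to compound for 9 h at 30 °C; higher score means more reporter readthrough which indicates perturbed polyadenylation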
KCNK3 inh: human KCNK3 channel inhibition, primary screen. AID 602410. O14649. CHO-KCNK3 thallium flux, FluxOR fluorescence; hits give low values. B-score at 10 µM. actives 0.84% (n = 340,000);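 active means B-score under library mean minus 4 SD, starting fluorescence ratio at most library mean plus 5 SD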;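 further: more negative B-score means stronger inhibition of thallium flux through KCNK3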
Target sequence (O14649 whole entry, looked up): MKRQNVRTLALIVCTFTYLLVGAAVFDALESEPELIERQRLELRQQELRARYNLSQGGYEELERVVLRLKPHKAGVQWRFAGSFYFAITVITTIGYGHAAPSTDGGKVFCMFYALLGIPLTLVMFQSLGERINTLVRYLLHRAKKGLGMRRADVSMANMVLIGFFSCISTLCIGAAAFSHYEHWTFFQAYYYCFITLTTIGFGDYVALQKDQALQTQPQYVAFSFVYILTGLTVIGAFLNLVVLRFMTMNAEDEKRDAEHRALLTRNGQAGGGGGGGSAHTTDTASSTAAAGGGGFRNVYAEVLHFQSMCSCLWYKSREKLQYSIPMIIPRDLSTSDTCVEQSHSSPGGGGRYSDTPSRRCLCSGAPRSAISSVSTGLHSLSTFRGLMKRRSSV
TRPC4 block: blocks the mouse TRPC4 cation channel | Q9QUQ5 | HEK293 TRPC4beta/mu-opioid, DAMGO-evoked Fluo4 calcium flux; hits give low values | B-score at 10 µM | actives 0.39% (n = 300,000) | AID 2247;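 active means B-score over 3 SD under the library average, no early fluorescence shift, positive overall ratio signal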
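Assay system: HEK293 cells with stable TRPC4beta plus mu-opioid receptor expression. Dosing: single dose. Measured by: Fluo4 Ca2+ flux fluorescence. Also added: DAMGO in two steps, submaximal then maximal. Read-out: B score from integrated Fluo4 fluorescence ratio.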
Platelet DG rel: platelet dense granule release activity | human platelet-rich plasma, SFLLRN dense granule ATP release, luminescence | inhibition, %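 (compounds screened at 7.5 µM in platelet-rich plasma)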 | actives 0.22% (n = 300,000);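 active means mean replicate score, as percent of positive control, at or above 50; inconclusive means mean below 50 but at least one replicate at or above 50; inactive means mean and every replicate below 50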
An asterisk follows results filed as active; i = inactive; ? = inconclusive; . = not tested or not shown. Not all compounds are listed, so the mix of outcomes need not match the whole.

Sequence of screens: Dyrk1A ADPGlo | TRPC4 potent | hERG rescue | KCNQ1 inh | KCNK9 block | KCNQ1 pot | TRPC4 act | PolyA inh | KCNK3 inh | TRPC4 block | Platelet DG rel
1: Cc1ccc(NC(=O)Cc2ccc(-c3ccccc3)cc2)nc1
 : . | i | -3 | i | i | i | i | i | i | i | -5
2: Cc1cc(C)c(S(=O)(=O)NCC(=O)NCc2ccccn2)c(C)c1
 : -5 | i | 0 | i | i | i | i | i | i | . | 3
3: CCOC(=O)/C=C/C(=O)Nc1ccc(Oc2ccccc2)cc1
 : 3 | i | -10 | i | i | i | i | i | i | i | -3
4: COc1ccc(OC)c(NC(=O)COC(=O)CCCN2C(=O)c3ccccc3C2=O)c1
 : 12 | i | -5 | i | i | i | i | i | i | i | -4
5: COc1ccc(NC(=S)N2CCC(c3nc4ccccc4o3)CC2)c(OC)c1
 : -4 | i | -11 | i | i | i | i | i | i | i | 4
6: Cc1nc2ncnn2c(C)c1Cc1cccc(C(F)(F)F)c1
 : . | i | -7 | i | i | i | i | i | i | i | -9
7: CC(C)C(=O)Nc1cccc(C(=O)Nc2nnc(C(C)(C)C)s2)c1
 : 11 | i | -8 | i | i | i | i | i | i | i | 2
8: O=C(N/N=C/c1ccccc1OC(=O)N1CCOCC1)c1cccs1
 : -3 | i | -6 | i | i | i | i | i | i | i | 2
9: O=c1c2ccccc2oc2cc(OCc3cccc(F)c3)cc(O)c12
 : 26 | i | -4 | i | i | i | i | i | i | i | -11
10: O=C(CSC1=NS(=O)(=O)c2cc(F)ccc2N1)NCc1ccccc1Cl
 : 3 | i | -12 | i | i | i | i | i | i | i | -12

A second format for part of the listing above.
10. O=C(CSC1=NS(=O)(=O)c2cc(F)ccc2N1)NCc1ccccc1Cl
6. Cc1nc2ncnn2c(C)c1Cc1cccc(C(F)(F)F)c1
Compound | 10 | 6
Dyrk1A ADPGlo | 3 | .
TRPC4 potent | i | i
hERG rescue | -12 | -7
KCNQ1 inh | i | i
KCNK9 block | i | i
KCNQ1 pot | i | i
TRPC4 act | i | i
PolyA inh | i | i
KCNK3 inh | i | i
TRPC4 block | i | i
Platelet DG rel | -12 | -9

(continued)
Sequence of screens: Dyrk1A ADPGlo | TRPC4 potent | hERG rescue | KCNQ1 inh | KCNK9 block | KCNQ1 pot | TRPC4 act | PolyA inh | KCNK3 inh | TRPC4 block | Platelet DG rel
11: O=[N+]([O-])c1ccc(N2CCCCC2)c(Cl)c1N1CCCCC1
 : -2 | i | -8 | i | i | i | i | i | i | i | 0
12: Cc1c(OCC(=O)NCCCN2CCOCC2)ccc2c1oc(=O)c1ccccc12
 : 32 | i | -9 | i | i | i | i | i | i | i | 5
13: CCCNC(=O)COC(=O)c1ccccc1C(=O)N(C)C1CCCCC1
 : -1 | i | 2 | i | i | i | i | i | i | i | 3
14: CCc1ccc(NC(=O)COC(=O)CCCC2=NS(=O)(=O)c3ccccc3N2)cc1
 : 5 | i | -6 | i | i | i | i | i | i | i | 9
15: COc1ccc(C2=NNC(c3cc(Cl)cc4c3OCOC4)C2)c(O)c1 (stereo unspecified)
 : . | i | -12 | i | i | i | i | i | . | i | 10
16: COCCn1nnnc1C(c1ccc(OC)cc1OC)N1CCN(c2ccccc2)CC1 (stereo unspecified)
 : -2 | i | -7 | i | i | i | i | i | i | i | 6
17: COc1ccc2[nH]c(C(=O)NCc3ccccc3)cc2c1
 : 2 | i | -1 | i | i | i | i | i | i | i | -2
18: COc1ccc(N=Cc2c[nH][nH]c2=O)cc1
 : -6 | i | -15 | i | i | i | i | i | i | i | -1
19: CC(=O)Nc1ccc(S(=O)(=O)NC2CCCCCC2)cc1
 : 0 | i | -7 | i | i | i | i | i | i | i | -4
20: O=C1CC2(CCN(C(=O)COc3ccccc3)CC2)Oc2ccccc21
 : -3 | i | -7 | i | i | i | i | i | i | i | -1
21: COc1cc(OC)cc(C(=O)NNC(=S)NC2CC2)c1
 : -1 | i | -7 | i | i | i | i | i | i | i | 32
22: COc1ccc(CC(NC(C)=O)C(=O)NC2CCN(c3nc(C)cc(C)c3C#N)CC2)c(OC)c1 (stereo unspecified)
 : 12 | i | -9 | i | i | i | i | i | i | i | 1
23: C=CCNC(=O)c1cc2c(=O)n3cc(C)ccc3nc2nc1NCC1CCCO1 (stereo unspecified)
 : . | i | -9 | i | i | i | i | i | . | i | -7
24: COC(=O)c1cc(NC(=O)c2cc(C)oc2C)cc(C(=O)OC)c1
 : 1 | i | -8 | i | i | i | i | i | i | i | 0
25: COCCCNC(CC(=O)Nc1cc(C)cc(C)c1)C(=O)O (stereo unspecified)
 : 1 | i | -14 | i | i | i | i | i | i | i | -4
26: O=C(NCCCN1CCN(CCCNC(=O)c2cccc(Cl)c2)CC1)c1cccc(Cl)c1
 : . | 18* | -14 | i | i | i | i | i | i | i | -1
27: CC(C)c1ccccc1OCC(=O)NCC(c1cccs1)N1CCOCC1 (stereo unspecified)
 : 1 | i | -9 | i | i | i | i | i | i | i | 14
28: Cc1cc(C)nc(SCC(=O)c2ccc3c(c2)OCCO3)n1
 : . | i | -9 | i | i | i | i | i | i | i | -9
29: O=[N+]([O-])c1cccnc1NCCc1c[nH]c2ccccc12
 : 7 | i | -6 | i | i | i | i | i | i | i | -6
30: COc1ccccc1NC(=O)COc1ccccc1C(=O)Nc1ccccc1
 : . | i | -10 | i | i | i | i | i | i | i | 4
31: O=C(O)COc1ccccc1/C=N/NC(=O)Cc1csc(Nc2cccc(C(F)(F)F)c2)n1
 : 5 | i | -12 | i | i | i | i | i | i | i | 4
32: COc1ccccc1CNC(=O)C(CCSC)NS(=O)(=O)c1ccc2c(c1)oc(=O)n2C (stereo unspecified)
 : 10 | i | -1 | i | i | i | i | i | i | i | 0
33: O=S(=O)(Nc1nc2ccccc2nc1NCC1CCCO1)c1ccc(F)cc1 (stereo unspecified)
 : -8 | i | -7 | i | i | i | i | i | i | i | 2
34: CCNC(=O)/C(C#N)=C/c1c(N2CCN(Cc3ccc4c(c3)OCO4)CC2)nc2c(C)cccn2c1=O
 : -1 | i | -15 | i | i | i | i | i | i | i | 8
35: O=C(NCc1ccccc1F)C1CCN(C(=O)Nc2ccc(F)cc2)CC1
 : -5 | i | -6 | i | i | i | i | i | i | i | -7
36: CCO[C@@H]1OC(C(N)=O)=C[C@H](c2ccc(Br)cc2)[C@H]1CCCO
 : 2 | i | -8 | i | i | i | i | i | i | i | -1
37: O=C(NCc1cccnc1)c1ccc2c(c1)N(Cc1ccccc1)CCS2
 : 5 | i | -10 | i | i | i | i | i | i | i | -11
38: Fc1c(F)c(F)c(/C=N/NC(=S)Nc2cccnc2)c(F)c1F
 : 0 | i | -5 | i | i | i | i | i | i | i | 3
39: CC1(C)CC(=O)C=C(Nc2ccccc2F)C1
 : 3 | i | -7 | i | i | i | i | i | i | i | -7
40: NC(=O)CSc1nnc(-c2cccc(S(=O)(=O)N3CCCCC3)c2)o1
 : 9 | i | -11 | i | i | i | i | i | i | i | -1
41: CC1(C)CC(CC(=O)O)(c2ccccc2)CCO1 (stereo unspecified)
 : -6 | i | -7 | i | i | i | i | i | i | i | -4
42: COc1cccc(NC(=O)Cn2c(=O)oc3ccccc32)c1
 : -9 | i | -7 | i | i | i | i | i | i | i | -3
43: Clc1ccccc1COc1ccc(/C=N/n2cnnc2)cc1
 : 11 | i | -8 | i | i | i | i | i | i | i | -4
44: COc1ccc(/C(C)=N/NC(=O)c2ccc(N(C)C)cc2)cc1
 : 13 | i | -8 | i | i | i | i | i | i | i | -1
45: O=C(CSc1ccsc1[N+](=O)[O-])N1CCN(c2ccccc2)CC1
 : -3 | i | -5 | i | i | i | i | i | i | i | -3
46: NC(=O)c1ccc[n+](Cc2ccccc2)c1
 : -6 | i | -7 | i | i | i | i | i | i | i | ?
47: CC(C)Cn1c(=O)c2ccccc2n2c(CCC(=O)NCc3ccccn3)nnc12
 : . | i | -5 | i | i | i | i | i | i | i | 4
48: COCCNC(=O)CSc1nc2ccccc2c(=O)n1CCC(=O)N1CCN(c2ccccc2)CC1
 : 0 | i | -11 | i | i | i | i | i | i | i | -8
49: CCC(=O)N/C(N)=N/c1nc(C)c2cc(OC)ccc2n1
 : 11 | i | -9 | i | i | i | i | i | i | -7* | 2
50: COc1ccc(Nc2cc(Cl)ccc2C(=O)O)cn1
 : 5 | i | -7 | i | i | i | i | i | i | i | 4
51: Cc1nc2ccccn2c1/C(O)=C1\C(=O)C(=O)N(CCN2CCOCC2)C1c1ccncc1 (stereo unspecified)
 : 6 | i | -6 | i | i | i | i | i | i | i | 1
52: CC(=O)c1c(N2CCOCC2)nc2ccc(Cl)cc2c1-c1ccccc1
 : 1 | i | -8 | i | i | i | i | i | i | i | 2
53: CCOc1ccc(C(CCc2ccccc2)NC(=O)c2ccccc2F)cc1OCC (stereo unspecified)
 : 1 | i | -10 | i | i | i | i | i | i | i | 4
54: COc1ccc(CC(=O)NC(c2ccccc2)c2ccccc2)cc1S(=O)(=O)N1CCOCC1
 : 18 | i | 0 | i | i | i | i | i | i | i | -3
55: O=C(CN1CCCN(S(=O)(=O)c2ccc(F)cc2)CC1)Nc1c(Cl)cccc1Cl
 : 4 | i | -6 | i | i | i | i | i | i | i | 5
56: O=C(NCCCn1ccnc1)C(=O)NCC(c1ccco1)N1CCN(c2ccccc2)CC1 (stereo unspecified)
 : -5 | i | -12 | i | i | i | i | . | i | i | 1
57: CCn1c(SCC(=O)Nc2cccc(OC)c2)nc2ccccc2c1=O
 : -3 | i | -3 | i | i | i | i | i | i | i | -3
58: COC(=O)c1ccc(Cn2c(O)c(N=O)c3ccccc32)o1
 : 7 | i | -12 | i | i | i | i | i | i | i | -2
59: O=C(NCCc1ccccc1)c1ccccc1SCC(=O)N1CCCC1
 : -1 | i | -6 | i | i | i | i | i | i | i | 8
60: Clc1ccccc1Cn1nnc(-c2ccccc2)n1
 : -1 | i | -5 | i | i | i | i | i | i | i | 15
61: COc1ccc(C(C(=O)NC2CCCCC2)N(CC2CCCO2)C(=O)C2COc3ccccc3O2)cc1OC (stereo unspecified)
 : 3 | i | -2 | i | i | i | i | i | i | i | 2
62: O=C(CN1CCN(S(=O)(=O)c2ccc(Br)cc2)CC1)N/N=C/c1ccc(Cl)c([N+](=O)[O-])c1
 : 3 | i | -17 | i | i | i | i | i | i | i | 8
